# ROMK primary – modulates human ROMK potassium channel activity; P48048; Tet-inducible ROMK, thallium flux fluorescence; actives lie on both sides; B-score at 10 µM; 130,000 compounds, 2% hits; AID 1918;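 active = signal ratio slope over the read window, or its plate-corrected B-score, at least 3 SD from the plate mean, either direction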;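 note: B-score of the F/F0 ratio slope over 7 to 12 s after thallium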
# Target sequence (P48048 whole entry, looked up): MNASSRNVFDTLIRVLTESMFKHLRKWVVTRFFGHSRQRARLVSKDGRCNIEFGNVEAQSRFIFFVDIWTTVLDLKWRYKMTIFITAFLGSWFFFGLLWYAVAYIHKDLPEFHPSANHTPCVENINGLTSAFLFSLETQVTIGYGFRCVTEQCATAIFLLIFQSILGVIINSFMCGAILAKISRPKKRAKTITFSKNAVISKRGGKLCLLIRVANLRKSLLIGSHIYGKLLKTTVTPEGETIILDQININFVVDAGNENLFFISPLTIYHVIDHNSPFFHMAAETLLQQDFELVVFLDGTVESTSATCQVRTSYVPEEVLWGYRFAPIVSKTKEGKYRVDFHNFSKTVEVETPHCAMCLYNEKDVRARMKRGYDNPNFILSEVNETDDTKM
# PPARg SRC2 recr – PPARgamma-driven SRC-2 recruitment agonism; P37231; PPARgamma LBD-SRC-2 recruitment, biochemical; activation, % at 8 µM; 200,000 compounds, 0.34% hits; AID 1032; in the data active = activation above about 22%;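 note: 0% = vehicle and 100% = reference agonist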
# S1P3 antagonist – blocks the human S1P3 receptor | Q99500 | CHO S1P3 NFAT-BLA reporter, FRET fluorescence, antagonist mode | 170,000 compounds, 0.27% hits | inhibition, % at 4.98 µM | AID 485;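 active = inhibition above the plate cutoff, the mean inhibition of test wells on that plate plus 3 SD, cut at about 28% in these data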;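 note: cells challenged with S1P at its EC80 of 0.8 µM; blue over green emission ratio from cleaved BLA substrate after 4 h stimulation; 0% = S1P-stimulated wells and 100% = unstimulated DMSO-only wells; some compounds past the cut are filed as inactive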
# Target sequence (Q99500 whole entry, looked up): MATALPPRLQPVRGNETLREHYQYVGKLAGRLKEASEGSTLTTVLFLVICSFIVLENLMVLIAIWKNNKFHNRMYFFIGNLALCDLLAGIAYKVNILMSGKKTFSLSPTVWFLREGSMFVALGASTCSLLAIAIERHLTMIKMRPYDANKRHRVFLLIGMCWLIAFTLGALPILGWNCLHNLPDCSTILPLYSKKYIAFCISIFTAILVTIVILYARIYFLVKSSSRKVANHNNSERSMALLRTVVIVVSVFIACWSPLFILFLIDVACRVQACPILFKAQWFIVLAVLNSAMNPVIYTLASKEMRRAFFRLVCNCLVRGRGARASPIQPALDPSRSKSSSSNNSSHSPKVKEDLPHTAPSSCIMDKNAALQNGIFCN
# L major viab – inhibitors of Leishmania major promastigote growth; inhibition, % at 10 µM; Leishmania major promastigotes, resazurin fluorescence viability; 200,000 compounds, 9% hits; in the data active = inhibition above about 50%;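 note: promastigotes grown with compound for 44 hours at 28 °C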
# SRC2 TRFRET art – counter-screen for PPARgamma SRC-2 recruitment agonists: TR-FRET artefact. hits give high values. TR-FRET ratio at 8 µM. 200,000 compounds, 0.4% hits; in the data active = TR-FRET ratio above about 2000; note: inactives centre near 1500; reference of the scale not given here
# PPARg SRC3 recr – promotes SRC-3 coactivator recruitment by human PPARgamma; biochemical PPARgamma/SRC-3 coactivator recruitment assay; activation, % at 8 µM; 200,000 compounds, 0.26% hits; in the data active = activation above about 23%;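 note: 0% = DMSO and 100% = reference agonist; some compounds past the cut are filed as inactive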
# DTT redox prof – compounds producing H2O2 with reducing agent – biochemical, NIH compound library profiling, artefact control for MLSCN library redox annotation, primary screen. 200,000 compounds, 0.03% hits. DTT-dependent redox cycling H2O2, phenol red/HRP absorbance; 100% = 100 µM peroxide control, 0% = buffer. AID 878. activation, % at 10 µM;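 active = activation of at least 50% relative to the plate's high and low controls in the primary single-dose screen; inactive = activation below 50%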;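 note: compound incubated with DTT at 0.8 mM final as the reducing agent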
# bIAP act – increases bovine intestinal alkaline phosphatase activity; purified bovine IAP, CDP-star luminescence, 30 min; hits give high values; fold of DMSO-control signal, blank-subtracted; AID 1016; activation factor at 20 µM; 200,000 compounds, 0.17% hits;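 active = activation factor of 2 or more at 20 µM, a signal rise over negative controls twice the positive control's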
# TLR4 MyD88 comp – TLR4-MyD88 interaction inhibition in cells; O00206+Q99836; HeLa CL3-4 TLR4/MyD88 BLA complementation, FRET ratio; inhibition, % at 8.4 µM; 200,000 compounds, 0.18% hits; AID 861; in the data active = inhibition above about 25%;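 note: 0% = vehicle and 100% = reference inhibitor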
# bIAP inh – intestinal alkaline phosphatase (bovine) inhibition. purified bovine IAP, CDP-star luminescence, 30 min. inhibition, % at 20 µM. 190,000 tested, under 10 active;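 active = over 50% inhibition of intestinal alkaline phosphatase at 20 µM in the single-dose screen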
#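 Assay system – bovine IAP enzyme · Quantity – bovine IAP at 1/65,000,000 final dilution · Detection – CDP-star luminescence signal · Times – 30 min reaction at room temperature · Also added – CDP-star substrate at 30 µM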
# PPARg SRC1 recr – agonists of human PPARgamma SRC-1 coactivator recruitment; PPARgamma-SRC-1 coactivator recruitment biochemical assay; activation, % at 8 µM; 200,000 compounds, 0.41% hits; in the data active = activation above about 19%;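 note: 0% = DMSO and 100% = reference agonist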
# Active calls of the source: *; . = no result given.
SMILES,ROMK primary,PPARg SRC2 recr,S1P3 antagonist,L major viab,SRC2 TRFRET art,PPARg SRC3 recr,DTT redox prof,bIAP act,TLR4 MyD88 comp,bIAP inh,PPARg SRC1 recr
Cc1ccc(-c2nnc(SCC(=O)Nc3ccccc3N3CCOCC3)o2)cc1,-0.28,7,1,-3,1471,7,0.4,1.2,1,-24,4
CSc1nnc(-c2ccncc2)n1CCCN1CCCC1=O,0.83,-5,-17,-4,1584,1,0.0,0.9,-6,12,5
CC(=O)c1sc(N/N=C\c2ccc(C)cc2)nc1C,.,2,22,17,1677,1,0.1,0.9,-16,12,8
CCc1ccccc1NC(=O)CN(C)C(=O)CSc1nnc(Nc2cccc(C)c2)s1,0.66,0,-1,-2,1381,5,0.0,1.2,1,-21,3
CCCCCC(C(=O)O)C(C)CC(=O)NC1CCCCC1 (stereo not drawn),.,-3,-9,-4,1550,3,-1.1,1,-2,2,6
CCOC(=O)c1ccccc1NC(=O)CN(c1ccccc1OCC)S(C)(=O)=O,.,7,17,27,1535,0,-0.6,1,-10,4,2
COc1cc(C(=O)NNC(=O)C2CC=CCC2C(=O)O)cc(OC)c1OC (stereo not drawn),0.28,0,24,-9,1408,3,-0.3,0.9,1,8,6
CCc1nnc(NC(=O)Nc2ccc(Cl)cc2)s1,-0.01,1,-8,-4,1484,2,-0.3,0.9,-5,9,-2
Cc1oc(-c2nc3ccccc3n2C)cc1C(=O)c1ccccc1,.,2,15,15,1438,0,2.6,1,5,0,-6
CCCc1cc(Nc2ccccc2OCC)n2ncnc2n1,.,9,.,1,1529,8,1.6,1.1,3,-10,-8
Cc1n[nH]c(C)c1S(=O)(=O)N1CCc2ccccc21,.,7,-2,3,1588,15,0.2,1.1,10,-9,13
Cn1cnnc1Sc1nc2c(c(=O)n(C)c(=O)n2C)n1C,1.1,6,-56,1,1595,17,1.7,.,-8,.,1
COc1cc(NC(=O)c2ccc(OC)c([N+](=O)[O-])c2)ccc1NC(=O)c1cccs1,.,1,-4,84*,1450,0,1.2,1,-7,-2,3
Cc1ccc(P(C)(=O)c2ccc(C)cc2)cc1,1.4,3,.,-2,1349,-2,0.8,0.9,-2,10,4
O=C(CSc1nc2ccccc2o1)Nc1nc(-c2ccccc2)cs1,.,-4,-1,-7,1545,4,0.4,1,-7,0,0
O=C1C2CCCN2C(c2ccc(Br)cc2)N1c1ccc(F)cc1 (stereo not drawn),.,0,-24,-5,1607,1,-3.5,0.9,0,7,9
CCOC(=O)c1cc(C#N)c(Oc2ccc(F)cc2)nc1-c1ccccc1,.,-1,.,5,1670,-1,3.0,1,7,3,0
O=C(Nc1ccc(N2CCOCC2)cc1)C1CC1,-0.029,-3,-32,0,1532,-10,1.6,0.9,-3,12,0
O=c1cc(O)c2sc3nc(-c4ccccc4)cc(C(F)(F)F)c3c2[nH]1,.,-7,0,-6,1493,-2,0.5,1,6,1,-4
O=C(C(=O)N1CCOCC1)c1c[nH]c2ccccc12,0.45,-4,-6,-3,1541,1,-0.3,0.9,18,6,0
Cc1nc2cc(C(F)(F)F)ccc2n1C1CCN(CC(=O)NC(C)(C)C)CC1,.,0,-22,-1,1347,-8,2.7,1.1,-13,-10,-6
Cc1ccc(C)c2[nH]c(=O)c(C(c3nnnn3Cc3ccccc3)N3CCc4ccccc4C3)cc12 (stereo not drawn),-2.2,6,.,73*,1632,-2,1.5,1.1,16,-6,2
CCOc1ccc(-n2c(=O)c3c(C)c(C)sc3n(CC(=O)NCc3ccco3)c2=O)cc1,.,5,15,-2,1773,1,0.4,1,-29,3,-8
Cc1cccc(C(=O)NC(=S)NNC(=O)c2cccs2)c1,.,6,-4,-6,1599,9,-0.1,0.9,2,7,5
COc1cccc(C(=O)N2CCOCC2)c1,0.98,-4,9,-3,1473,7,-0.4,1.1,3,-6,-3
CC(C)CC(=O)Nc1ccc2nn(-c3ccccc3)nc2c1,1.6,-1,13,-2,1593,4,-0.1,1,-16,1,6
Cn1cnnc1SCC(=O)Nc1ccc(OCc2ccccc2)cc1,0.89,5,-10,-8,1652,3,0.0,1,-6,0,7
O=C(CN1C(=O)CSc2ncccc21)NCCN1CCOCC1,.,-4,-26,-6,1742,0,-0.7,1,-1,4,3
Cc1ccc2sc(NC(=O)CN3C(=O)CCC3=O)nc2c1C,.,-9,-6,-5,1563,0,-0.3,0.9,0,10,8
COC(=O)c1cc(Cl)c(NC(=O)c2ccc(F)cc2)cc1OC,0.26,2,0,30,1528,3,-0.1,1,-3,3,1
CC1CCCC(C)N1C(=O)CN1CCN(c2nc(-c3ccc(F)cc3)cs2)CC1 (stereo not drawn),-2.2,0,-16,1,1572,-7,0.0,1,-1,-4,2
O=C(CN1CCSc2ccccc21)NCCCc1ccccc1,-0.99,-6,7,0,1612,-2,0.3,0.8,-2,17,8
CSc1cccc(NC(=S)N(Cc2ccccc2)Cc2ccccn2)c1,-1.4*,1,-14,17,1561,1,-1.1,0.7,-13,33,2
CC1(C(=O)N2CCN(c3ccccc3)CC2)CC1(Cl)Cl (stereo not drawn),0.12,4,-21,-5,1537,1,0.6,1,11,4,-5
CCNC(=S)N(CCc1ccccc1C)Cc1cc2cc(OC)c(OC)cc2[nH]c1=O,-0.83,5,-7,75*,1763,6,0.4,1.1,3,-7,2
Cc1c(C(=O)Oc2cccc3cccnc23)cccc1[N+](=O)[O-],-0.035,6,-15,98*,1682,4,-0.5,0.9,-12,6,0
COc1ccccc1NS(=O)(=O)c1cc(Cl)ccc1OC,.,5,-11,11,1680,4,-3.1,1,4,4,2
CCOC(=O)N1CCN(C(=O)C2CCN(S(=O)(=O)c3ccc(Br)s3)CC2)CC1,0.76,-6,.,0,1359,-6,0.1,1.1,-7,-6,-4
CCOC(=O)CSc1nn(C)c(=S)s1,.,11,-18,-6,1487,12,-0.4,1,-14,3,-5
COC(=O)c1ccc(=O)n(Cc2ccc3c(c2)OCO3)c1,0.46,9,.,-1,1829,5,-0.2,1,-4,2,11
O=C(Nc1cnc2ccccc2c1)N1CCOCC1,.,5,-12,-2,1559,-2,-0.1,1,3,1,0
O=C(CCC(=O)Nc1ccccc1Cl)NNC(=O)c1ccco1,-0.033,0,1,0,1631,-1,-0.5,1,1,0,8
CC(C)OC(=O)C1C(=O)CC(C)(O)C(C(=O)OC(C)C)C1c1ccc([N+](=O)[O-])cc1 (stereo not drawn),-1.2,10,13,-5,1618,3,-1.8,1.1,4,-11,4
COc1cc(C)nc(N2CCC(C(=O)NC3CCCCC3)CC2)n1,-0.79,-6,.,2,1532,-3,0.2,1,4,1,-6
Cn1c(SCC(=O)Nc2ccccc2F)nnc1-c1cc2ccccc2o1,0.38,-4,.,-2,1585,1,0.8,0.9,0,8,1
CN(C)c1cc(=O)n2c(n1)SCCC2,.,8,.,-5,1778,-6,0.6,1,3,0,3
CC(CCc1ccccc1)NC(=O)C1CCN(c2nnc(-n3cccc3)s2)CC1 (stereo not drawn),.,0,46,0,1546,3,0.5,1,6,1,2
COc1ccccc1NC(=O)C1CCCN(c2cc(C)nc3ncnn23)C1 (stereo not drawn),.,-3,.,-2,1580,-10,0.4,0.9,-6,6,0
CC(C)NC(=O)c1onc(CSc2ccc(F)cc2)c1C(=O)O,.,-2,.,3,1411,-5,-12,0.9,4,6,-4
CCN1CCN(C(c2cc(OC)ccc2OC)c2nnnn2Cc2ccccc2)CC1 (stereo not drawn),.,4,-44,-5,1570,4,-3.4,1,7,-1,3

# With a hit mark in ROMK primary (from the list above):
SMILES,ROMK primary,PPARg SRC2 recr,S1P3 antagonist,PPARg SRC3 recr,DTT redox prof,bIAP act,TLR4 MyD88 comp,bIAP inh,PPARg SRC1 recr
CSc1cccc(NC(=S)N(Cc2ccccc2)Cc2ccccn2)c1,-1.4*,1,-14,1,-1.1,0.7,-13,33,2

# (continued)
SMILES,ROMK primary,PPARg SRC2 recr,S1P3 antagonist,L major viab,SRC2 TRFRET art,PPARg SRC3 recr,DTT redox prof,bIAP act,TLR4 MyD88 comp,bIAP inh,PPARg SRC1 recr
Cc1cccc(N2CCN(C(=O)C3(S(=O)(=O)c4ccc(Cl)cc4)CC3)CC2)c1C,0.95,3,2,52*,1529,5,-0.3,0.9,-18,6,4
COc1ccccc1NC(=O)/C(=N/OCc1ccc(C#N)cc1)C(C)=O,-0.88,3,1,1,1437,-3,-1.6,1,-5,-3,-9
Cc1ccc(Cl)cc1N1CCN(S(=O)(=O)N2CCCCC2)CC1,0.22,3,2,11,1585,-1,-0.4,1.1,14,-12,-10
N#C/C(=C\c1ccc(O)c(O)c1)C(=O)NCCCc1ccccc1,.,3,15,3,1600,6,-0.9,1,-10,-1,10
CCN(CC)c1ccc(/C=C2\CCC(/C=N/NC(=O)c3ccc(=O)n(C)c3)=C2N2CCOCC2)cc1,.,4,-16,10,1440,-4,0.1,0.9,1,9,1
CCCOc1ccc(C(=O)NCC2OCCc3ccccc32)cc1OC (stereo not drawn),1.5,-6,-1,0,1422,-3,-0.6,0.9,-6,7,-12
O=C(NCCOC(=O)c1ccc(C(=O)OCCNC(=O)c2ccccc2)o1)c1ccccc1,.,5,-19,-3,1318,-5,0.9,1,6,2,3
O=S(=O)(c1cccc2cccnc12)N1CCc2ccccc21,-0.46,-8,10,1,1496,-20,1.9,0.9,-8,12,2
COc1cccc(C2=NOC(C(=O)Nc3ccc(OC)c(OC)c3)C2)c1 (stereo not drawn),.,-12,2,2,1553,-5,1.6,1.1,-6,-10,4
COc1ccc2[nH]c(C)c(CCNC(=S)Nc3ccc(C)cc3)c2c1,0.21,1,0,92*,1537,-3,-0.3,0.8,-3,21,-5
Cc1sc2nc(C(C)Nc3ccccc3N3CCOCC3)[nH]c(=O)c2c1C (stereo not drawn),-0.2,0,2,30,1667,-9,-0.1,1,9,-4,-4
COn1c(SCc2cccnc2)nc2ccccc2c1=O,-2.4,-11,-58,6,1534,-9,0.1,1,6,0,2
CCOc1ccc(S(=O)(=O)Nc2ccncc2)c(C)c1C,-0.81,0,-26,-6,1606,1,-0.9,1,3,0,8
Cc1cccc(-c2cc(C(=O)N3CCCc4ccccc43)c3ccccc3n2)c1,-0.24,10,11,20,1647,-2,0.8,1.2,2,-16,3
c1ccc(COc2ccc(Nc3ncnc4nc[nH]c34)cc2)cc1,.,-1,-15,11,1686,1,-0.8,1.3,1,-26,10

# Of the compounds above, three have a COOH group.
SMILES,ROMK primary,PPARg SRC2 recr,S1P3 antagonist,L major viab,SRC2 TRFRET art,PPARg SRC3 recr,DTT redox prof,bIAP act,TLR4 MyD88 comp,bIAP inh,PPARg SRC1 recr
CCCCCC(C(=O)O)C(C)CC(=O)NC1CCCCC1 (stereo not drawn),.,-3,-9,-4,1550,3,-1.1,1,-2,2,6
COc1cc(C(=O)NNC(=O)C2CC=CCC2C(=O)O)cc(OC)c1OC (stereo not drawn),0.28,0,24,-9,1408,3,-0.3,0.9,1,8,6
CC(C)NC(=O)c1onc(CSc2ccc(F)cc2)c1C(=O)O,.,-2,.,3,1411,-5,-12,0.9,4,6,-4

# Source: PubChem (several laboratories)

# Hits appear at their usual frequency, and some 11% of all compounds hit somewhere here.
